MC4R ag barr: agonists of human melanocortin 4 receptor (MC4R) beta-arrestin; U2OS MC4R beta-arrestin complementation, luminescence; percent of melanotan II response, DMSO zero; activation, % at 8.9 µM; 0.98% of 360,000 active; AID 540308;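 active means activation above a per-plate cutoff, the mean activation of sample wells on that plate plus 3 SD, cut at about 8% in these data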
NOD2 RIPK2 PPI: inhibitors of human NOD2-RIPK2 interaction. CHO BLA complementation NOD2-RIPK2, CCF4 ratio. O43353. 0.38% of 360,000 active. inhibition, % at 4.98 µM; in the data active means inhibition above about 21%;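 further: 0% = vehicle only and 100% = reference blocker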
N-glyco inh: blocks N-linked glycosylation in D54 reporter cells. D54 ERlucT glycosylation luciferase reporter, 24 h; percent of 100 nM tunicamycin response. reporter increase, % at 12.5 µM. AID 588692. 0.23% of 360,000 active;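 active means mean luciferase reporter signal, scaled so untreated is 0 and the glycosylation-blocking control 100, at or above a set limit in every replicate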;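 further: luciferase carries N-glycosylation sites so blocking glycosylation raises the light; 0% = median of neutral control wells and 100% = median of 100 nM tunicamycin wells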
MC4R antagonist: human MC4R antagonism in cAMP assay; P32245; MC4R-expressing cells, MTII-stimulated cAMP, LANCE TR-FRET; inhibition, % at 6.5 µM; 0.48% of 360,000 active; AID 540295;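 active means inhibition above its plate's cutoff, the mean of tested wells on that plate plus 3 SD, cut at about 29% in these data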;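 further: 0% = Melanotan II alone and 100% = Melanotan II plus saturating MCL0020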
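System: U2OS cells stably expressing human melanocortin 4 receptor (MC4R). Reagent: Melanotan II challenge after compound preincubation. Doses: 6.5 µM. Times: 30-min compound, 1-h challenge, 1-h detection, room temperature. Measured by: TR-FRET with Eu-cAMP and labeled anti-cAMP, 671 nm. Replicates: singlicate.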
ABHD5-PLIN5 inh: inhibitors of human ABHD5-perilipin-5 interaction; Q00G26+Q8WTS1; Split G. princeps luciferase complementation, luminescence, 4 h; inhibition, % at 4 µM; 0.78% of 360,000 active; AID 602281;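 active means inhibition above the mean inhibition across every tested compound plus 3 SD, cut at about 22% in these data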;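 further: 0% = DMSO only wells and the 100% control is not disclosed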
TLR9-MyD88 block: inhibitors of human TLR9-MyD88 binding | Q9NR96+Q99836 | CHO BLA complementation TLR9-MyD88, CCF4 FRET ratio | inhibition, % at 4.98 µM | 0.21% of 340,000 active | AID 504734;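 active means inhibition above the mean over all tested compounds plus 3 SD, cut at about 21% in these data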;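 further: 0% = DMSO only wells and 100% = clavulanate BLA inhibitor control wells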
Target sequence (Q99836 whole entry, looked up): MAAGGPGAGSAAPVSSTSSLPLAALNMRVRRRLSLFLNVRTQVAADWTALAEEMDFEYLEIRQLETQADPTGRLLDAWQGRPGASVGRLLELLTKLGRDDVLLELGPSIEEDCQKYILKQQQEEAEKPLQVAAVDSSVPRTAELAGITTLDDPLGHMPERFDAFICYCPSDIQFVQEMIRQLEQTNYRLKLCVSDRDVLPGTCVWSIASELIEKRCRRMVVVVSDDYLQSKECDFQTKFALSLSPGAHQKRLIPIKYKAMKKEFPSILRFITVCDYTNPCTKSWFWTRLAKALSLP
Target sequence (Q9NR96 whole entry, looked up): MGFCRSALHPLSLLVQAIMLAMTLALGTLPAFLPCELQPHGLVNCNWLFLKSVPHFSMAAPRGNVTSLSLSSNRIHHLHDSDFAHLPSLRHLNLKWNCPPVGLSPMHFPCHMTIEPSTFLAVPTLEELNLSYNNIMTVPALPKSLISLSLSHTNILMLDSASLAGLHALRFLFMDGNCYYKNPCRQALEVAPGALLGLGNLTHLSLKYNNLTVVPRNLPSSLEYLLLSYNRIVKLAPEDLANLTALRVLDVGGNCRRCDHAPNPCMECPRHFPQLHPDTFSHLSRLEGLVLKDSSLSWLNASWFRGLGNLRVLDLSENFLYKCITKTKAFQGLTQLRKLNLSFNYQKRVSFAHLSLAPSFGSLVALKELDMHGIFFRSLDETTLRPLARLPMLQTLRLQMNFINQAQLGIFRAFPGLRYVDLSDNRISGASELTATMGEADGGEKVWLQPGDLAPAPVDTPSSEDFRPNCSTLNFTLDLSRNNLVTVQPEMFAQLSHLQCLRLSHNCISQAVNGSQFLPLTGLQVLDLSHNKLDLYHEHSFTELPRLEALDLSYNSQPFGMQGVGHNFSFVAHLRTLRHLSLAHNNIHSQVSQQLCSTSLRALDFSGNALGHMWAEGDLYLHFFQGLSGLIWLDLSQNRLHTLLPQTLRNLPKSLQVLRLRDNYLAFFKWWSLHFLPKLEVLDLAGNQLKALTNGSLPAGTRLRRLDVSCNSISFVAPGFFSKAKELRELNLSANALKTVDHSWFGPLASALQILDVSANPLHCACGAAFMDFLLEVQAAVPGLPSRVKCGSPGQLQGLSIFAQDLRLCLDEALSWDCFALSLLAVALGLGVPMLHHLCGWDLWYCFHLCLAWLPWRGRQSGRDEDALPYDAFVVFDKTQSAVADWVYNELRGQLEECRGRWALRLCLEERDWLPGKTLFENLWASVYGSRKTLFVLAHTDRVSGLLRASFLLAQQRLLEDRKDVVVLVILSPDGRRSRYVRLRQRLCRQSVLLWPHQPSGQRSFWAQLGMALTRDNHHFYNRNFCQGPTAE
Granule exo inh: blocks lytic granule exocytosis; AID 651702; 0.66% of 360,000 active; TALL-104 LAMP-1 surface exposure, flow cytometry; cells stimulated with thapsigargin and PMA; inhibition, % at 10 µM;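 active means inhibition above about 55%, limit read from the data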
aDG glyco act: increases alpha dystroglycan glycosylation; Pro5-aDG cells, alpha-DG glycosylation AlphaScreen (IIH6); 0% Pro5, 100% B10-LARGE cell signal; activation, % at 10 µM; 0.22% of 360,000 active; AID 624168;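 active means activation of at least 8% versus controls, or a plate z-score of at least 8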;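 further: Pro5 are CHO cells carrying HIG-tagged alpha-DG that lacks glycosylation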
Vif imaging: inhibitors of HIV Vif. HEK293T cells, Vif self-association by quenched fluorescence, imaging, 24 h. inhibition, % at 7.49 µM. 0.35% of 340,000 active. AID 602346; in the data active means inhibition above about 50%, passing the limit was not always enough; further: some results filed as inactive read as strong as hits
ABCB6 inh MLPCN: blocks the human ABCB6 transporter; Q9NP58; K562-ABCB6 porphyrin accumulation, flow cytometry, 1 h; hits give low values; fluorescence ratio to DMSO, % at 10 µM; 0.19% of 360,000 active; AID 602162;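 active means fluorescence ratio to DMSO below 75%, the collection mean minus 3 SD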;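 further: signal is porphyrin accumulated inside mitochondria; 100% equals median channel fluorescence of DMSO control wells; lower ratio means ABCB6 inhibition with less porphyrin fluorescence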
* hit, by the source's call; x = no result given. Not all compounds are listed (hit frequency here may not be typical).

SMILES	MC4R ag barr	NOD2 RIPK2 PPI	N-glyco inh	MC4R antagonist	ABHD5-PLIN5 inh	TLR9-MyD88 block	Granule exo inh	aDG glyco act	Vif imaging	ABCB6 inh MLPCN
CC(C)(CNS(C)(=O)=O)SCc1ccc(Cl)cc1	-2.2	9	0	5	6	1	1	0.5	1	99
Cc1cccc(C)c1C(O)c1ncc(-c2ccccc2C(F)(F)F)[nH]1 (stereo unspecified)	0.5	-1	0	12	0	x	-4	0.0	11	91
CC(=O)NC(C)CCc1ccccc1 (stereo unspecified)	-0.9	12	-1	2	-3	-5	8	-0.2	1	99
COc1ccc(S(=O)(=O)NCc2csc(-c3cccnc3)n2)cc1	0.2	0	0	7	5	-7	1	1.2	-4	93
C[C@H](CO)N1C[C@H](C)[C@@H](CN(C)S(=O)(=O)c2ccccc2F)OCc2cnnn2CCCC1=O	0.4	-19	1	0	5	2	-3	0.1	-2	105
O=C(Cc1ccccc1)Nc1nnc(-c2cccs2)s1	-0.5	1	4	4	3	8	2	0.0	-6	88
Cc1ncoc1C(=O)NC1CCCc2c1cnn2-c1cc(F)cc(F)c1 (stereo unspecified)	-1.9	3	-1	5	-3	-4	-1	0.2	0	106
CCOC(=O)N1CCC(n2c(SCC(=O)NCCc3ccc(S(N)(=O)=O)cc3)nc3ccccc3c2=O)CC1	-3.0	6	1	19	3	1	-2	-0.1	x	100
Cn1cccc1C(=O)NCc1ccc(S(N)(=O)=O)cc1	-0.7	-14	0	0	0	3	5	0.0	-2	90
Cc1cc(C(=O)N(C)C2CCCCC2)no1	0.5	-2	0	8	-1	-10	3	0.4	1	94
COc1ccc(CC(=O)N2CCN(c3ccccc3OC)CC2)cc1	-2.8	0	-1	0	-1	1	-4	0.0	6	90
O=c1[nH]cc(CCCc2ccccc2)c(=O)[nH]1	-1.9	-8	-2	-6	4	-5	-1	-0.3	3	99
CC1(C)C(=O)Nc2ccccc2N1C(=O)COc1ccc(S(=O)(=O)N2CCOCC2)cc1Cl	-1.2	-4	0	0	-1	-8	-3	-0.1	0	109
Cc1ccc(-c2n[nH]c(=S)n2/N=C/c2cccn2C)cc1	-0.7	-4	0	3	-1	-7	2	-0.3	-5	101
COc1cc2c(cc1C=O)OC(C)C2 (stereo unspecified)	0.0	3	1	-3	-1	9	2	0.0	-4	102
O=C(CSc1nnc(CNC(=O)c2ccccc2)o1)Nc1ccc2c(c1)OCO2	-2.0	-9	3	2	-3	1	11	0.0	7	99
C[C@H]1CCCCO[C@H](CN(C)S(=O)(=O)c2cn(C)cn2)[C@@H](C)CN([C@@H](C)CO)C(=O)c2cc(NS(=O)(=O)c3ccccc3)ccc2O1	-1.0	-2	0	0	2	-5	0	0.1	0	100
Cc1ccc(N(CC(=O)NCc2ccccc2)C(=O)c2csnn2)c(C)c1	-1.2	-10	-1	-2	-2	2	5	-0.1	32	96
CC(=O)Nc1ccc(NC(=O)CSc2nc3ccccc3o2)cc1	2.6	-1	2	0	6	5	-2	0.0	-2	100
CC(NC(=O)c1ccc(Br)cc1)c1ccc2c(c1)CCCC2 (stereo unspecified)	1.1	-3	-1	-2	-11	5	-1	0.1	-4	94

Looked up above:
N-glyco inh with O=C(Cc1ccccc1)Nc1nnc(-c2cccs2)s1 = 4
Granule exo inh with Cc1ncoc1C(=O)NC1CCCc2c1cnn2-c1cc(F)cc(F)c1 (stereo unspecified) = -1

Following part
SMILES	MC4R ag barr	NOD2 RIPK2 PPI	N-glyco inh	MC4R antagonist	ABHD5-PLIN5 inh	TLR9-MyD88 block	Granule exo inh	aDG glyco act	Vif imaging	ABCB6 inh MLPCN
COc1ccc(CCN2C(=NC(=O)CC(C)C)SC3CS(=O)(=O)CC32)cc1OC (stereo unspecified)	-2.8	-1	0	9	-7	-2	-3	-0.1	-4	97
CC#CCCCC(=O)Nc1cccc(C(=O)O)c1	-2.8	-5	1	6	5	0	-4	-0.2	5	99
O=C(O)CS(=O)(=O)CC(=O)O	-0.1	-5	1	4	-2	-4	-2	0.0	x	103
COc1ccc(NC(=O)C/C(C)=N/NC(=O)COc2ccc(OC)cc2)cc1	-1.2	-8	2	-1	7	-2	-3	-0.1	-18	93
COc1ccc(CNC(=O)C2CCCN2C(=O)Nc2cccc(Cl)c2)cc1 (stereo unspecified)	-0.8	1	1	17	-2	-3	5	-0.1	5	103
O=C(NNC(=S)NC(=O)c1cccs1)c1ccc(O)cc1	-2.2	-5	2	5	-5	-7	-16	0.3	-4	103
CC(C)(C)C1N=C(c2ccc3ccccc3c2)OC1=O (stereo unspecified)	0.6	2	1	5	-6	-3	64*	0.0	13	100
C[C@@H]1CCCCO[C@@H](CN(C)S(=O)(=O)c2ccc(F)cc2)[C@@H](C)CN([C@H](C)CO)C(=O)c2cc(N(C)C)ccc2O1	0.6	3	1	10	-7	-1	0	0.3	x	98
CCN(CC)CCN(C(=O)c1cccc(N2C(=O)CCC2=O)c1)c1nc2cc3c(cc2s1)OCO3	-0.1	2	1	6	4	2	5	0.0	-2	102
Cc1ccn2cc(CCNC(=O)COc3ccccc3)nc2c1	-0.8	6	2	10	-5	1	5	0.0	-2	98
COc1ccccc1NC(=O)N1CCCC1C(=O)NCc1ccc2c(c1)OCO2 (stereo unspecified)	-2.2	-7	0	-1	-2	0	0	0.0	5	105
COCCCNC(c1ccccc1)c1ccncc1 (stereo unspecified)	-0.7	0	2	-2	-4	-3	2	-0.1	-6	92
Cc1ccc(S(=O)(=O)N2CCC[C@H]2C(=O)OCc2nc3ccccc3s2)cc1	-0.5	-6	1	14	-2	-5	10	0.0	-4	94
CCn1c2ccccc2c2cc(NC(=O)COc3ccc(OC)cc3)ccc21	3.9	-12	3	16	-2	-1	-4	-0.2	-12	101
O=C(NC(=S)NCC1CCCO1)c1ccc(Br)o1 (stereo unspecified)	0.0	-10	2	14	3	-5	-5	0.7	13	96
CCCCCc1nc(N)c(C#N)c(-c2ccco2)c1CCCC	-0.5	-3	-4	4	0	-5	3	0.3	-5	87
COc1ccc(C(O)c2nc(-c3cccc4cccnc34)cs2)cc1 (stereo unspecified)	2.1	1	-2	4	0	x	13	-0.2	-4	99
CC(C)CCN1CCC[C@]2(N[C@H](c3ccccc3)[C@@H]3C(=O)N(Cc4ccccc4)C(=O)[C@@H]32)C1=O	-2.4	-3	0	10	5	-2	-2	-0.2	-4	98
CCOc1cccc(NC(=O)C2CC(=O)NC(=Nc3ccccc3)S2)c1 (stereo unspecified)	-0.1	5	0	-4	4	0	0	0.2	-11	94
O=C(Nc1ccccc1N1CCCC1)c1cc(=O)[nH]c2ccccc12	1.5	12	3	-3	-1	6	0	0.1	-5	93
COc1cccc(-c2cc(C(=O)N3CCN(Cc4ccc5c(c4)OCO5)CC3)on2)c1	-0.5	-1	-3	6	0	8	-4	-0.1	14	104
O[C@@H]1CN(Cc2ccccc2Cl)CC[C@H]1N1CCOCC1	0.3	-4	-2	-3	0	-4	-6	-0.1	-3	99
Cc1ccc(Nc2nc(N)nc(CN3CCN(Cc4ccc5c(c4)OCO5)CC3)n2)cc1Cl	5.3	6	1	10	6	-3	0	2.2	-14	95
COc1ccc(C2C(C(=O)c3sc(C)nc3C)=C(O)C(=O)N2CCCn2ccnc2)cc1OC (stereo unspecified)	-3.7	-5	1	5	0	10	2	-0.1	-2	102
COc1ccc(C(=O)N2N=C(c3cccs3)CC2c2ccccc2O)cc1 (stereo unspecified)	12*	3	-2	5	6	-3	40	-0.1	-8	99
CCN1CCN(C(=O)Cn2cnc3sc(C)c(S(=O)(=O)N4CCN(c5ncccn5)CC4)c3c2=O)CC1	-2.2	-8	-2	4	4	-19	0	-0.3	2	104
Cc1ccc(S(=O)(=O)N2CCC(C(=O)Nc3nnc(C)s3)CC2)cc1	-0.3	-2	-1	2	-7	4	-2	-0.1	5	100
C[C@@H]1CN([C@@H](C)CO)S(=O)(=O)c2ccc(Br)cc2O[C@@H]1CN(C)C(=O)c1ccccn1	0.1	-2	2	8	2	-4	-3	-0.1	-2	98
Cc1nc2ccccc2n1CC(=O)c1ccccc1	-1.2	6	1	5	-9	-3	0	0.2	-12	91
CCOC(=O)c1cccc(NC(=O)CN(c2ccc(C)cc2)S(=O)(=O)c2c(C)n[nH]c2C)c1	-1.3	-1	-1	2	-9	2	-3	0.0	x	116
O=C(NNC(=O)C1COc2ccccc2O1)c1cccc([N+](=O)[O-])c1 (stereo unspecified)	-0.7	-8	0	2	0	-7	0	-0.1	-2	96
C=CCNCCOc1ccc(C(C)(C)c2ccccc2)cc1	3.4	5	-6	18	8	-8	-3	0.7	x	100
CCN(C(=O)COc1ccccc1)c1nnc(-c2cccnc2)s1	2.2	-7	3	7	3	-6	-1	-0.2	x	94
COc1ccc2nc(NC(=O)CSc3nnnn3C3CCCCC3)sc2c1	4.3	-3	1	8	-3	0	1	-0.3	5	102
COc1ccc(C)cc1S(=O)(=O)N(C)CC(=O)NCc1ccncc1	1.6	-2	1	-3	-13	3	3	-0.1	-10	98
CCOC(=O)C1=NNC2(c3ccc(C)cc3)C(=O)N(c3ccccc3)C(=O)C12 (stereo unspecified)	0.0	3	0	6	5	x	0	0.0	2	102
CCOC(=O)CN(C(=O)COc1nc(C)cc(C)c1C#N)c1cccc(Cl)c1	0.4	-6	-3	15	-2	-9	34	0.2	1	92
Cc1c(Br)c([N+](=O)[O-])nn1CC(=O)Nc1ccccn1	-0.6	-8	0	6	0	-2	-5	-0.1	-8	95
CCCCN(C(=O)c1ccc(C)c(S(=O)(=O)N2CCOCC2)c1)c1c(N)n(CC(C)C)c(=O)[nH]c1=O	-1.5	5	2	3	-8	-4	4	-0.2	4	90
O=C(c1ccc(=O)oc1)N1CCOCC1	-2.1	9	2	5	2	-3	-3	-0.4	-9	115
CCOC(=O)Cn1c(=O)oc2cc(S(=O)(=O)N(C)c3cccc(C)c3)ccc21	0.0	4	0	14	-1	0	62*	-0.2	18	102
Cn1c(=O)c2c(ncn2CC(O)CNc2ccc(F)cc2)n(C)c1=O (stereo unspecified)	-2.0	-2	3	12	1	-7	1	0.0	-4	97
O=C(Oc1ccc(N(Cc2cccs2)C2=NS(=O)(=O)c3ccccc32)cc1)c1ccccc1Cl	-1.2	-13	0	1	1	-2	1	-0.3	19	98
CC(C)(O)[C@H]1Cc2cc3ccc(=O)oc3cc2O1	-1.6	3	-1	2	-8	0	-1	0.1	7	96
O=C(CSc1nc2[nH]c(=O)cc(O)c2s1)Nc1cc(Cl)cc(Cl)c1	-1.6	9	0	-1	1	2	-23	-0.1	-2	89

Assay outcomes from PubChem.
